Assay outcomes: PubChem, several laboratories
Wee1 stabilizer = blocks degradation of human Wee1 kinase | P30291 | HeLa Luc-Wee1K328M stability, luciferase luminescence; 100% = proteasome inhibitor MG132 effect | reporter increase, % at 5 µM | 1.2% of 220,000 active;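 active means activation above the mean of all tested compounds plus 3 SD, set per screening run, cut at about 8.8% in these data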;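 further: cells exposed to compound for 20 h before luminescence read; 0% = DMSO alone and 100% = MG132 at 30 µM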
Target sequence (P30291 whole entry K328M): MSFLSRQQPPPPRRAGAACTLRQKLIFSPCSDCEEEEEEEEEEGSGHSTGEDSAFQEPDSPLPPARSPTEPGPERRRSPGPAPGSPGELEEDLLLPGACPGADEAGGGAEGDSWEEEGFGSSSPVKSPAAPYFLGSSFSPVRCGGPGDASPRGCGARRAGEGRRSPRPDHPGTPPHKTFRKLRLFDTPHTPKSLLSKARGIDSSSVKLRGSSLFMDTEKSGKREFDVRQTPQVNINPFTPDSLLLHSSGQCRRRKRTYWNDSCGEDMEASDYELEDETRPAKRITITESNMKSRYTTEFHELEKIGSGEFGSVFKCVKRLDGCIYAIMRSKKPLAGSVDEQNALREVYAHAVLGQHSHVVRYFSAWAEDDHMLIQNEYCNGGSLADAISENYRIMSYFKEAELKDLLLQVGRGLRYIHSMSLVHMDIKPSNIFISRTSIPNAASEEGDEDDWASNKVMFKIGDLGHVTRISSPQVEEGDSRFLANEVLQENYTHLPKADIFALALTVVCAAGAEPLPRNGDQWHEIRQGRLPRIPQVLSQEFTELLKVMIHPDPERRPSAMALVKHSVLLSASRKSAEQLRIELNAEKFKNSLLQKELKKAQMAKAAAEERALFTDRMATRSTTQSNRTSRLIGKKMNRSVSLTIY
Ba/F3 V617F tox = reduce viability of Ba/F3 cells dependent on JAK2V617F. 1.1% of 220,000 active. inhibition, % at 5.6 µM. Ba/F3 EpoR-JAK2V617F viability, ATP luminescence;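 active means inhibition above the campaign mean plus 3 SD over all tested compounds, cut at about 24% in these data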;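 further: cytokine-independent growth of Ba/F3 cells driven by EpoR plus mutant JAK2; 0% = DMSO-treated cells and 100% = JAK inhibitor I control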
PERK inhibitor = blocks human PERK kinase; Q9NZJ5; CHO PERK-DD fusion, SEAP luminescence translation reporter; inhibition, % at 5.6 µM; 0.17% of 220,000 active; AID 1416;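 active means inhibition above the mean inhibition of all tested compounds plus 3 SD, set separately per screening campaign, cut at about 2.9% in these data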;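 further: PERK kinase domain activated by AP20187 dimerizer at 100 nM; 0% = DMSO with dimerizer and 100% = rapamycin at 8.4 µM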
Mdm2 ligase inh = Mdm2 E3 ligase (human) inhibition; Q00987; cell-based MDM2 ubiquitination luciferase reporter, 2 h; 0 = plate control, 100 = twice control, blank-subtracted; signal enhancement, % at 5 µM; 0.11% of 210,000 active; AID 1230;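 active means signal enhancement of 30% or more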;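 further: luminescence tracks abundance of the self-degrading MDM2-luciferase fusion protein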
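system = mammalian cells stably expressing self-ubiquitinating, self-degrading MDM2 E3–luciferase fusion | quantity = 2000 cells per well seeded | incubation = 4 h cell settling then 2 h compound exposure, 37 °C | signal = SteadyLite luminescence, 15 min reagent step | benchmarks = plate control and blank wells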
NPY2 pot ag = human NPY-Y2 potentiation or agonism, primary screen; P49146; cells expressing NPY-Y2, potentiator/agonist read-out; activation, % at 3.6 µM; 0.45% of 220,000 active; in the data active means activation above about 27%;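 further: cells stimulated with NPY near EC25 plus isoproterenol at EC100; 0% = vehicle plus submaximal agonist and 100% = vehicle plus saturating agonist; some results beyond the cut were filed as inactive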
S1P4 antag = human S1P4 receptor antagonism; S1P4-expressing cells, antagonist mode, reporter read-out; inhibition, % at 4.98 µM; 0.26% of 220,000 active; O95977; in the data active means inhibition above about 29%;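 further: 0% = wells stimulated with agonist and 100% = vehicle wells without agonist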
S1P4 ag = human S1P4 receptor agonism; O95977; S1P4-expressing cell line, agonist reporter assay; activation, % at 4.98 µM; 0.35% of 220,000 active; in the data active means activation above about 11%;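 further: 0% = DMSO vehicle and 100% = reference agonist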
eIF4E-4G inh = inhibitors of eIF4E and eIF4G interaction in translation initiation; P63073+Q04637; TR-FRET eIF4E-eIF4GI(517-606) binding, 2 h; AID 782; 0.37% of 220,000 active; inhibition, % at 21.7 µM;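 active means inhibition above about 30%, limit read from the data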;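 further: 0% = full FRET control wells and 100% = background wells lacking eIF4GI fragment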
BaF3 parental = reduces parental Ba/F3 cell viability, JAK2V617F counter-screen | CellTiter-Glo ATP luminescence | inhibition, % at 5.6 µM | 1.1% of 220,000 active;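 active means inhibition above a per-campaign cutoff, the mean inhibition of all tested compounds plus 3 SD, cut at about 27% in these data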;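 further: 0% = DMSO wells and 100% = JAK Inhibitor I control wells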
* = called active by the depositor; [ ] = remark or other dose.

Screening O=C1C2Sc3[nH]c(=O)sc3C(c3cc([N+](=O)[O-])ccc3O)C2C(=O)N1c1ccccc1 (centres undefined) returned Wee1 stabilizer 0, Ba/F3 V617F tox -3, PERK inhibitor 0.8, Mdm2 ligase inh -10, NPY2 pot ag -4, S1P4 antag -2, S1P4 ag 1.0, eIF4E-4G inh -6 and BaF3 parental -2.
Screening CC(C)c1ccc(-c2c(C#N)c(N)nc(SCC(=O)N3CCCCC3)c2C#N)cc1 returned Wee1 stabilizer -3, Ba/F3 V617F tox -6, PERK inhibitor 0.6, Mdm2 ligase inh -30, NPY2 pot ag -13, S1P4 antag 5, S1P4 ag -0.6, eIF4E-4G inh 3 and BaF3 parental 3.
`CCCOC(=O)Nc1sc2c(c1C(=O)OCC)CCC2` gave Wee1 stabilizer -2, Ba/F3 V617F tox -4, PERK inhibitor 2.1, Mdm2 ligase inh -4, NPY2 pot ag 21, S1P4 antag 1, S1P4 ag 0.1, eIF4E-4G inh 3 and BaF3 parental -5.
`CCCC(=O)NNC(=O)CCC(=O)Nc1ccccc1Cl` gave Wee1 stabilizer 1, Ba/F3 V617F tox -4, PERK inhibitor 0.8, Mdm2 ligase inh -7, NPY2 pot ag 5, S1P4 antag -22, S1P4 ag 1.0, eIF4E-4G inh -1 and BaF3 parental -3.
For Cc1cn(-c2ccccc2)c(C)c1/C=N\Nc1nc(N2CCOCC2)nc(N2CCOCC2)n1 the results were Wee1 stabilizer 0, Ba/F3 V617F tox -2, PERK inhibitor -0.1, Mdm2 ligase inh -9, NPY2 pot ag 1, S1P4 antag -23, S1P4 ag -0.5, eIF4E-4G inh 0 and BaF3 parental 8.
Screening CC(=O)Nc1ccc(NC(=O)COC(=O)c2ccccn2)cc1 returned Wee1 stabilizer 1, Ba/F3 V617F tox 2, PERK inhibitor -0.3, Mdm2 ligase inh -12, NPY2 pot ag -11, S1P4 antag -2, S1P4 ag 2.1, eIF4E-4G inh 3 and BaF3 parental 7.
`CC(C)CNS(=O)(=O)c1ccc(CCC(=O)N2CCOCC2)cc1` gave Wee1 stabilizer 0, Ba/F3 V617F tox -5, PERK inhibitor 0.6, Mdm2 ligase inh 4, NPY2 pot ag -2, S1P4 antag -1, S1P4 ag 1.7, eIF4E-4G inh 0[fluorescence artefact?] and BaF3 parental -1.
`Cc1ccc2nc3cc([N+](=O)[O-])cc([N+](=O)[O-])c3cc2c1` gave Wee1 stabilizer 6, Ba/F3 V617F tox 1, PERK inhibitor 0.5, Mdm2 ligase inh 9, NPY2 pot ag 9, S1P4 antag 29*, S1P4 ag 0.3, eIF4E-4G inh 5 and BaF3 parental 7.
COc1ccc(CCNC(=O)NC23CC4CC(CC(C4)C2)C3)cc1 was read as Wee1 stabilizer 4, Ba/F3 V617F tox 1, PERK inhibitor 0.1, Mdm2 ligase inh -4, NPY2 pot ag 0, S1P4 antag -17, S1P4 ag 0.2, eIF4E-4G inh 11 and BaF3 parental 7.
CCC(=O)c1ccc(OCC(O)CN2CCOCC2)cc1 (centres undefined) was read as Wee1 stabilizer 0, Ba/F3 V617F tox 1, PERK inhibitor 0.2, Mdm2 ligase inh -11, NPY2 pot ag 5, S1P4 antag -5, S1P4 ag 0.6, eIF4E-4G inh -10 and BaF3 parental 5.

Molecules above that contain a nitro group on carbon:
Screening O=C1C2Sc3[nH]c(=O)sc3C(c3cc([N+](=O)[O-])ccc3O)C2C(=O)N1c1ccccc1 (centres undefined) returned Wee1 stabilizer 0, Ba/F3 V617F tox -3, PERK inhibitor 0.8, Mdm2 ligase inh -10, NPY2 pot ag -4, S1P4 antag -2, S1P4 ag 1.0, eIF4E-4G inh -6 and BaF3 parental -2.
`Cc1ccc2nc3cc([N+](=O)[O-])cc([N+](=O)[O-])c3cc2c1` gave Wee1 stabilizer 6, Ba/F3 V617F tox 1, PERK inhibitor 0.5, Mdm2 ligase inh 9, NPY2 pot ag 9, S1P4 antag 29*, S1P4 ag 0.3, eIF4E-4G inh 5 and BaF3 parental 7.

Continued:
Cc1ccc(C(=O)NCCCN2CCOCC2)cc1N1CCCC1=O was read as Wee1 stabilizer 0, Ba/F3 V617F tox 5, PERK inhibitor -0.2, Mdm2 ligase inh -52, NPY2 pot ag -2, S1P4 antag -2, S1P4 ag -0.4, eIF4E-4G inh 0 and BaF3 parental 5.
CC(C)(C)Nc1nc(NCc2cccnc2)nc(N2CCOCC2)n1 was read as Wee1 stabilizer 1, Ba/F3 V617F tox -3, PERK inhibitor -1.3, Mdm2 ligase inh 0, NPY2 pot ag 10, S1P4 antag -4, S1P4 ag -2.3, eIF4E-4G inh 4 and BaF3 parental -3.
For CCC1CCc2c(n(C)c3ccccc3c2=O)O1 (centres undefined) the results were Wee1 stabilizer -1, Ba/F3 V617F tox 4, PERK inhibitor -1.2, Mdm2 ligase inh -8, NPY2 pot ag 0, S1P4 antag -23, S1P4 ag 1.3, eIF4E-4G inh 14 and BaF3 parental 5.
For CCN(CC)S(=O)(=O)c1ccc(-c2ccc(S(=O)(=O)N(CC)CC)cc2)cc1 the results were Wee1 stabilizer -2, Ba/F3 V617F tox 4, PERK inhibitor -1.0, Mdm2 ligase inh -20, NPY2 pot ag 1, S1P4 antag -6, S1P4 ag 0.1, eIF4E-4G inh -9 and BaF3 parental 3.
Screening Cc1cccc(C(=O)NNC(=O)c2ccc(F)cc2)c1 returned Wee1 stabilizer -1, Ba/F3 V617F tox 1, PERK inhibitor 0.5, Mdm2 ligase inh -6, NPY2 pot ag -1, S1P4 antag -19, S1P4 ag 0.3, eIF4E-4G inh -1 and BaF3 parental 5.
COCC(=O)N(c1ccc(C(C)C)cc1)C1C=CS(=O)(=O)C1 (centres undefined) was read as Wee1 stabilizer -1, Ba/F3 V617F tox -3, PERK inhibitor -0.2, Mdm2 ligase inh 0, NPY2 pot ag 7, S1P4 antag -2, S1P4 ag 1.3, eIF4E-4G inh 7[fluorescence artefact?] and BaF3 parental 3.
For CNC(=O)c1ccccc1Sc1ccccc1CO the results were Wee1 stabilizer 3, Ba/F3 V617F tox -4, PERK inhibitor 0.9, Mdm2 ligase inh -1, NPY2 pot ag -9, S1P4 antag -3, S1P4 ag 2.5, eIF4E-4G inh 4 and BaF3 parental 4.
O=C(CN1CCCc2ccccc21)Nc1ccccc1[N+](=O)[O-] was read as Wee1 stabilizer 7, Ba/F3 V617F tox -2, PERK inhibitor 0.4, Mdm2 ligase inh -11, NPY2 pot ag 3, S1P4 antag 4, S1P4 ag 0.3, eIF4E-4G inh -2 and BaF3 parental 8.
CCOC(=O)C(NCCOC)(NC(C)=O)C(F)(F)F (centres undefined) was read as Wee1 stabilizer 3, Ba/F3 V617F tox 1, PERK inhibitor 0.6, Mdm2 ligase inh -19, NPY2 pot ag 3, S1P4 antag -5, S1P4 ag 1.4, eIF4E-4G inh -1 and BaF3 parental 1.
Screening NC(=O)c1ccc(C(=O)c2ccc([N+](=O)[O-])cc2)cc1 returned Wee1 stabilizer -3, Ba/F3 V617F tox -1, PERK inhibitor 1.3, Mdm2 ligase inh 1, NPY2 pot ag 9, S1P4 antag -7, S1P4 ag 2.6, eIF4E-4G inh -1[fluorescence artefact?] and BaF3 parental 4.

Of the compounds above, these have an aryl thioether with sulfur outside any ring:
Screening CC(C)c1ccc(-c2c(C#N)c(N)nc(SCC(=O)N3CCCCC3)c2C#N)cc1 returned Wee1 stabilizer -3, Ba/F3 V617F tox -6, PERK inhibitor 0.6, Mdm2 ligase inh -30, NPY2 pot ag -13, S1P4 antag 5, S1P4 ag -0.6, eIF4E-4G inh 3 and BaF3 parental 3.
For CNC(=O)c1ccccc1Sc1ccccc1CO the results were Wee1 stabilizer 3, Ba/F3 V617F tox -4, PERK inhibitor 0.9, Mdm2 ligase inh -1, NPY2 pot ag -9, S1P4 antag -3, S1P4 ag 2.5, eIF4E-4G inh 4 and BaF3 parental 4.

The results go on.
For Cc1nnc(NC(=O)CSc2nnc(Cc3ccccc3)n2-c2ccccc2)s1 the results were Wee1 stabilizer 1, Ba/F3 V617F tox -2, PERK inhibitor 1.2, Mdm2 ligase inh -13, NPY2 pot ag -11, S1P4 antag 6, S1P4 ag 0.5, eIF4E-4G inh 3 and BaF3 parental 6.
`CCCCCn1c(Sc2nc3ccccc3s2)nc2c1c(=O)[nH]c(=O)n2C` gave Wee1 stabilizer 1, Ba/F3 V617F tox 1, PERK inhibitor -1.1, Mdm2 ligase inh -24, NPY2 pot ag -7, S1P4 antag 1, S1P4 ag -5.2, eIF4E-4G inh -5 and BaF3 parental 4.
CC1CN(CC(=O)N2CCc3[nH]c4ccccc4c3C2)CC(C)O1 (centres undefined) was read as Wee1 stabilizer -1, Ba/F3 V617F tox 2, PERK inhibitor 0.3, Mdm2 ligase inh -39, NPY2 pot ag -16, S1P4 antag 6, S1P4 ag -1.5 and BaF3 parental 6.
For Oc1c(C=NCc2ccncc2)sc2ccccc12 the results were Wee1 stabilizer -1, Ba/F3 V617F tox -3, PERK inhibitor 0.6, Mdm2 ligase inh -16, NPY2 pot ag -11, S1P4 antag 6, S1P4 ag 1.4, eIF4E-4G inh 0 and BaF3 parental 3.
O=C(O)c1cc(NCc2ccc3c(c2)OCO3)ccc1N1CCOCC1 was read as Wee1 stabilizer -1, Ba/F3 V617F tox 1, PERK inhibitor 1.4, Mdm2 ligase inh -7, NPY2 pot ag 4, S1P4 antag -7, S1P4 ag 1.6, eIF4E-4G inh 9 and BaF3 parental 2.
`COc1cccc(C2=NOC(C(=O)NCc3ccccc3)C2)c1` (centres undefined) gave Wee1 stabilizer -2, Ba/F3 V617F tox 2, PERK inhibitor 1.1, Mdm2 ligase inh 7, NPY2 pot ag -39, S1P4 antag -14, S1P4 ag 0.8, eIF4E-4G inh -7 and BaF3 parental 5.
COc1ccc(NS(=O)(=O)c2cn(C)c(=O)n(C)c2=O)cc1 was read as Wee1 stabilizer 0, Ba/F3 V617F tox -4, PERK inhibitor 0.8, Mdm2 ligase inh -7, NPY2 pot ag 13, S1P4 antag 12, S1P4 ag -0.5, eIF4E-4G inh -7 and BaF3 parental -1.
